# T cell modulator: modulators of CD8 T cell-vesicle binding, primary screen, mouse 2C CD8+ T cells, flow cytometry. 2C CD8+ T cell-vesicle binding; stronger effect = lower value. calls only at 7 µM. 330,000 compounds, 0.068% hits;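 active means response, share of CD8 T cells binding vesicles, and their 90th percentile fluorescence all below set limits, cut at about 80% in these data, passing the limit was not always enough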
#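 System: murine 2C transgenic CD8+ T lymphocytes; also added: QL9-loaded Drosophila micro-vesicles; times: binding 1.5 h at 37 °C; measured by: flow cytometry, PE anti-B7-1 (FL2) versus Alexa647 anti-CD8 (FL8), PFA-fixed; control set: Peptide-free naked vesicles (low) and QL9 vesicles with 0.7% DMSO vehicle (high)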
# T cell modulator vesicle-bound %: also measured in T cell modulator; calls as there; double positive events, %; measured here: CD8+ vesicle-bound cell fraction;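 binding gate set so that unloaded-vesicle control wells show 10% double positive cells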
# * = called active by the depositor; i = inactive. Only part of the results is shown (hit frequency here may not be typical).
SMILES,T cell modulator,T cell modulator vesicle-bound %
O=C(COC(=O)C1CCN(c2ccc(C(F)(F)F)cn2)CC1)NCc1ccc(Cl)cc1Cl,i,54.3
COc1ccccc1NC(=O)Nc1nc(CC(=O)Nc2ccc(F)cc2)cs1,i,31.1
CC(NC(=O)COC(=O)CCC(=O)c1ccc(F)cc1)c1ccccc1 (stereo unspecified),i,37.3
Cc1nnc(SCC(=O)Nc2sc3c(c2C(N)=O)CCC(C)C3)[nH]c1=O (stereo unspecified),i,41.3
COc1cccc(CNCC(O)COc2ccc(C(=O)c3ccccc3)cc2)c1 (stereo unspecified),i,57.1
COC(=O)c1ccccc1S(=O)(=O)N1CCC(C(=O)OCc2ccc([N+](=O)[O-])cc2)CC1,i,35.2
COc1cc(/C=C/C(=O)O)cc(S(=O)(=O)Nc2ccc3[nH]c(=O)[nH]c3c2)c1OC,i,35.6
COc1ccccc1C(=O)NNC(=O)C1CCCO1 (stereo unspecified),i,19.5
CCOC(=O)CNc1nc(C(C)(C)C)nc2c1nnn2Cc1ccccc1,i,60.3
CN(C)CCN(CC1CCCN(Cc2ccccc2F)C1)C(=O)c1ccc(F)cc1 (stereo unspecified),i,58.6
COc1ccc(Br)cc1S(=O)(=O)n1nc(C)cc1C,i,55.9
COc1cccc(NC(=O)CSc2nnc(CNC(=O)c3ccco3)n2C)c1,i,8.5
COc1cc2[nH]c(=S)nc(NCc3ccccc3)c2cc1OC,i,26.7
COc1cc(/C=C2\SC(N)=NC2=O)cc(Br)c1O,i,64.0
CCCc1nnc(NC(=O)CCC(=O)N2CCN(Cc3ccc(Cl)cc3)CC2)s1,i,6.6

# Another view of part of the listing above.
# Fields: T cell modulator | T cell modulator vesicle-bound %
COc1cc(/C=C/C(=O)O)cc(S(=O)(=O)Nc2ccc3[nH]c(=O)[nH]c3c2)c1OC
→ i | 35.6
COc1cccc(CNCC(O)COc2ccc(C(=O)c3ccccc3)cc2)c1 (stereo unspecified)
→ i | 57.1

# Going on with the list:
SMILES,T cell modulator,T cell modulator vesicle-bound %
COc1ccc(CN(C)C(=O)CCN(c2ccccc2)S(=O)(=O)c2ccc(C)cc2)c(OC)c1,i,31.1
CC(=O)N[C@@H](C)c1nc2ccccc2n1CCCN1CCN(c2nc(-c3ccc(C)cc3)cs2)CC1,i,50.8
Clc1cccc(OCCN2CCCC2)c1,i,37.1
C/C(=N\NS(=O)(=O)c1ccc(Br)cc1)c1ccncc1,i,52.5
COc1cccc(/C=C/C(=O)OCC(=O)Nc2ccc3[nH]c(=O)[nH]c3c2)c1OC,i,39.4
Cc1nnc(N2CCCC(C(=O)NCc3cccc(F)c3)C2)c2nn(-c3ccccc3)c(C)c12 (stereo unspecified),i,22.7
CSc1cccc(N2CC(C(=O)NCCN3C(=O)S/C(=C\c4cccnc4)C3=O)CC2=O)c1 (stereo unspecified),i,30.9
COc1ccccc1CNS(=O)(=O)c1c(C)nc2scc(C)n2c1=O,i,26.1
CN(CC(=O)Nc1cccc(F)c1)C(=O)c1ccc(-n2cncn2)c([N+](=O)[O-])c1,i,45.1
CC(C(=O)Nc1ccc(F)c(F)c1F)N(C)Cc1cccs1 (stereo unspecified),i,58.2
CC(=O)N1CCN(C(=O)COC(=O)/C=C/c2ccccc2[N+](=O)[O-])CC1,i,33.6
Cc1c(C(=O)N2CCCC2)c(S(=O)(=O)N2CCN(c3ccccc3F)CC2)c(C)n1C,i,10.6
COc1cc(NC(=O)C(C)Oc2ccccc2)c(OC)cc1NC(=O)c1ccccc1 (stereo unspecified),i,39.8
COc1ccc(Nc2cc(NCCCO)c([N+](=O)[O-])c3nonc23)cc1,i,31.5
COC(=O)c1cc(S(=O)(=O)NCc2ccccc2Cl)c[nH]1,i,17.0
COc1ccc(-c2noc(N3CCC(C(=O)Nc4ccccc4Cl)CC3)n2)cc1,i,33.3
CN(CC(=O)Nc1ccc(Br)cc1)Cc1ccccc1,i,57.4
CC1CCCCC1N(C)C1CCN(C(=O)CNC(=O)/C=C/c2cccc(Cl)c2)CC1 (stereo unspecified),i,7.6
Cc1ccc(S(=O)(=O)CCC(=O)NC2CCCCC2)cc1,i,40.3
Cc1c(C(=O)O)sc(S(=O)(=O)N2CCN(C(=O)Cc3ccccc3Cl)CC2)c1C(=O)O,i,29.5
Cc1ccccc1NC(=O)C(C)OC(=O)c1ccccc1C(=O)N(C)c1ccccc1 (stereo unspecified),i,59.5
Cc1ccc[n+](CC(=O)c2ccc(NC(=O)c3ccccc3)cc2)c1C,i,42.9
Cc1ccc(-c2csc(NS(=O)(=O)c3cccc(F)c3)n2)o1,i,56.0
Cc1ccc(NC(=O)C2CCCN2C(=O)OCc2ccccc2)cc1F (stereo unspecified),i,32.5
Cc1ccsc1C(=O)NNC(=S)NC1CCCCC1,i,31.3
COc1ccc(CNC(=O)CCn2ccc3cc(S(=O)(=O)N4CCCC4)ccc32)cc1,i,12.4
CCCCn1c(N)c(N(CC)C(=O)COc2ccc(C#N)cc2)c(=O)[nH]c1=O,i,15.9
COc1ccccc1NC(=O)CCN1C(=O)C2CC=CCC2C1=O (stereo unspecified),i,66.7
O=C(CCC(=O)N1CCOc2ccccc21)NCCCN1CCCCC1,i,17.9
COc1cccc(C2=NOC(C(=O)Nc3ccc4c(c3)OCO4)C2)c1OC (stereo unspecified),i,57.2

# Quoted from the listing:
# `Cc1ccc(NC(=O)C2CCCN2C(=O)OCc2ccccc2)cc1F` (stereo unspecified) in T cell modulator vesicle-bound % → 32.5
# `Cc1ccsc1C(=O)NNC(=S)NC1CCCCC1` in T cell modulator vesicle-bound % → 31.3

# Laid out differently: 2 of the compounds above.
# Values in the order – T cell modulator | T cell modulator vesicle-bound %
> Cc1ccc(-c2csc(NS(=O)(=O)c3cccc(F)c3)n2)o1
→ i | 56.0
> Cc1ccc(NC(=O)C2CCCN2C(=O)OCc2ccccc2)cc1F (stereo unspecified)
→ i | 32.5

# Returning to the listing with the six entries that preceded the break.
SMILES,T cell modulator,T cell modulator vesicle-bound %
Cc1ccsc1C(=O)NNC(=S)NC1CCCCC1,i,31.3
COc1ccc(CNC(=O)CCn2ccc3cc(S(=O)(=O)N4CCCC4)ccc32)cc1,i,12.4
CCCCn1c(N)c(N(CC)C(=O)COc2ccc(C#N)cc2)c(=O)[nH]c1=O,i,15.9
COc1ccccc1NC(=O)CCN1C(=O)C2CC=CCC2C1=O (stereo unspecified),i,66.7
O=C(CCC(=O)N1CCOc2ccccc21)NCCCN1CCCCC1,i,17.9
COc1cccc(C2=NOC(C(=O)Nc3ccc4c(c3)OCO4)C2)c1OC (stereo unspecified),i,57.2
O=S(=O)(Nc1ccccc1N1CCOCC1)c1ccccc1C(F)(F)F,i,22.1
COc1cc(OC)cc(C(=O)NC(C(=O)NCCc2ccccn2)C(C)C)c1 (stereo unspecified),i,47.9
Cc1ccc(NS(=O)(=O)c2c(C)ccc3nsnc23)c([N+](=O)[O-])c1,i,9.8
CCNS(=O)(=O)c1ccc(C(=O)OCC(=O)N2CCCc3ccccc32)cc1,i,33.2
Cc1ccc(S(=O)(=O)N(C)c2ccc(OC(=O)c3cccs3)cc2)cc1,i,42.1
O=C(COC(=O)c1ccccn1)NCc1ccc(Cl)cc1Cl,i,37.2
Cc1ccccc1OCCC(=O)N1CCN(S(=O)(=O)c2ccccc2F)CC1,i,51.2
COC(=O)c1c(-c2ccsc2)sc2ccc(-c3cc(OC)c(OC)c(OC)c3)cc12,i,4.0
Cc1ccc(S(=O)(=O)N2CCOCC2)cc1NC(=O)CSc1nnc2n1CCCCC2,i,3.7
OCc1ccccc1OCCCOc1cccc2cccnc12,i,31.8
CCNC(=O)/C(C#N)=C/c1c(N2CCN(c3ccc(OC)cc3)CC2)nc2c(C)cccn2c1=O,i,18.3
CCCCc1cc(=O)oc2cc(C)cc(OC(C)C(=O)NCc3cccnc3)c12 (stereo unspecified),i,2.6
CC(CCc1ccco1)NC(=O)CCc1nnc2ccc(NCc3ccc(Cl)cc3)nn12 (stereo unspecified),i,3.6
COc1cc(CN2CCCC(C(=O)N3CCc4ccccc4C3)C2)cc(OC)c1OC (stereo unspecified),i,8.4
CCOC(=O)N1CCN(C(=O)COc2ccc3oc4c(c3c2)CCCC4)CC1,i,58.5
COC(=O)C1=C(C)N(Cc2ccccc2)C(=NCc2ccc3c(c2)OCO3)N[C@H]1c1ccccc1,i,23.6
COc1ccc(CCNC(=O)Cn2nnc(C(=O)Nc3ccc(Br)cc3)c2N)cc1OC,i,17.8
O=C(NCc1ccc(F)cc1)C1CC(=O)N(C2CCCC2)C1 (stereo unspecified),i,36.7
COc1ccc(-c2sc3cc4c(cc3c2C#Cc2cncn2C)OCO4)cc1,i,20.7
Cc1ccc(S(=O)(=O)N2CCC(C(=O)NCC3CC3)CC2)cc1,i,25.3
COc1ccccc1C(=O)NS(=O)(=O)c1ccc(C)cc1,i,40.0
CC(C)(C)CN1CCC(n2nccc2NC(=O)c2ccccc2Cl)CC1,i,24.2
CC(=O)c1ccc(N2C(=NC(=O)CCC3CCCC3)SC3CS(=O)(=O)CC32)cc1 (stereo unspecified),i,17.9
C[C@H](CO)N1C[C@H](C)[C@@H](CN(C)S(=O)(=O)c2cn(C)cn2)Oc2c(NS(=O)(=O)c3ccc(F)cc3)cccc2C1=O,i,13.7
CCc1ccc(OCC(=O)Oc2ccc([N+](=O)[O-])cc2)cc1,i,22.6
O=C(CCC(=O)Nc1cc(C(F)(F)F)ccc1Cl)N/N=C\c1cc([N+](=O)[O-])ccc1O,i,27.9
CCOc1ccc(N2CC(C(=O)Nc3cccc(C(=O)NC4CC4)c3)CC2=O)cc1 (stereo unspecified),i,23.1
COC(=O)c1ccc2c(=O)n(CCN3CCOCC3)c(SCC(=O)Nc3ccc(OC)cc3OC)nc2c1,i,13.2
COc1cc2c(cc1O)CCN(C(=O)CSc1nncn1C)[C@@H]2C,i,19.7
CN1CCCN(S(=O)(=O)c2cccc(C#N)c2)CC1,i,20.7
Cc1ccc(-n2ncc3c2CCCC3NC(=O)CCn2ccnc2C)cc1C (stereo unspecified),i,10.7
C[C@H]1CN([C@@H](C)CO)C(=O)Cc2cc(NC(=O)CCN3CCOCC3)ccc2O[C@@H]1CN(C)Cc1ccc(Oc2ccccc2)cc1,i,8.4
C=CCC[C@@H](Cc1ccc(F)cc1)C(=O)OC[C@H](Cc1c[nH]c2ccccc12)NC(=O)[C@@H](CC=C)CC(=O)N[C@H](CO)Cc1ccccc1,i,55.1
OC[C@H]1OC(O)[C@@H](O)[C@@H](O)[C@@H]1O (stereo partly specified),i,29.0
COc1ccc(CNC(=O)CN(C)S(=O)(=O)c2ccc3c(c2)OCCO3)cc1OC,i,31.5
COc1ccccc1/C=C1\SC(=S)N(NS(=O)(=O)c2ccccc2)C1=O,i,40.1
CS(=O)(=O)c1ccc(-c2csc(-c3cccnc3)n2)cc1,i,45.5
CC(=O)c1cccc(NC(=O)CCS(=O)(=O)c2cc3c(cc2C)NC(=O)CO3)c1,i,1.0
Cc1nc(NS(=O)(=O)c2ccccc2)sc1C(=O)NNS(=O)(=O)c1ccccc1,i,17.2
COc1ccc(NC(=O)COc2ccccc2)cc1Cl,i,8.0
CCCCn1c(N)c(N(CCOC)C(=O)c2ccc(C)o2)c(=O)[nH]c1=O,i,44.5
CCCCc1nnc(NC(=O)C23CC4CC(CC(NC(C)=O)(C4)C2)C3)s1,i,63.4
COCCNC(=O)C(c1ccc(O)cc1)N(Cc1cccs1)C(=O)CCC(=O)Nc1ccccn1 (stereo unspecified),i,18.2
CCCN1CCN(C(=O)CCc2nnc3ccc(N4CCN(c5cccc(OC)c5)CC4)nn23)CC1,i,64.8
NNC(=O)c1nc[nH]c1C(=O)Nc1ccccc1,i,44.8
COc1ccccc1NC(=O)NC1CC(=O)N(c2ccc3c(c2)OCCO3)C1 (stereo unspecified),i,24.4
CC(C)(CNC(=O)Cc1ccc(Cl)cc1Cl)N1CCCCC1,i,30.3
O=c1cc(Cl)[nH]c(=O)n1Cc1ccc(F)cc1,i,33.3
CCOc1ccc(S(=O)(=O)N2CCN=C2c2ccccc2)c(C)c1C,i,6.9
C[C@@]12C(=O)N(c3ccc(F)cc3)C(=O)N1[C@@H]1c3ccccc3OC[C@@H]1[C@H]2c1ccccc1,i,10.8
Cc1ccc(C(=O)CSc2nc(N)cc(=O)[nH]2)cc1C,i,53.0
CCc1[nH]nc(C(=O)N/N=C/c2ccncc2)c1C,i,22.0
COc1ccc(S(=O)(=O)/C(C#N)=C/Nc2cccc(F)c2)cc1,i,62.1
COc1ccc(COC(=O)c2c(C)nn(-c3ccccc3)c2Cl)cc1,i,17.9
COc1cccc(NC(=O)C2Cc3ccccc3CN2C(=O)c2ccco2)c1 (stereo unspecified),i,55.3
CC1CCc2nc(NC(=O)c3ccc(N4C(=O)CCC4=O)cc3)sc2C1 (stereo unspecified),i,7.2
O=C(NNC(=O)C12CC3CC(CC(O)(C3)C1)C2)c1csc(N2CCOCC2)n1,i,50.8
COc1cc(S(=O)(=O)NCc2ccc3c(c2)OCO3)ccc1F,i,23.4
Cc1cc(S(=O)(=O)N2CCN(CC(=O)NCCc3cccs3)CC2)ccc1Br,i,49.4
CC(=O)N1c2ccc(S(=O)(=O)N3CCC(C(=O)NCCc4ccc(Cl)cc4)CC3)cc2CC1C (stereo unspecified),i,19.1
CC(C)C[C@H](NC(=O)C1CC(=O)N(c2ccc3c(c2)OCO3)C1)C(=O)NCc1ccco1 (stereo partly specified),i,10.9

# Compound activity: PubChem BioAssay, NMMLSC
